High-throughput results as filed in PubChem BioAssay.
CBFb RUNX1 block = CBF-beta/RUNX1 interaction disruption. Potency, µM (doses to about 59.8 µM), for the others: at the highest dose activity, negative = inhibition, usual class: inhibitors. 230,000 tested, under 10 active. AlphaScreen CBFb-His/RUNX1-biotin binding, biochemical. Q01196+Q13951; also: % of control where 0% means no effect
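Proteins preincubated together for 20 min at RT before compound addition; 15 min later, nickel and streptavidin beads were added and left 90 min prior to AlphaScreen measurement.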
Epigenetic reg = regulators of epigenetic silencing causing reporter derepression in mouse cells; murine LDR cells, GFP reporter derepression, 30 h; Potency, µM (top dose mostly 53.9 µM), without a hit: at the highest dose GFP activation, most hits filed as activators; 280,000 compounds, 0.2% hits; also: potency is read from the fitted curve at half-maximal effect; % of control where 0% means no effect; nearly all actives have a fitted effect of over 60% in size
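Reporter derepression read as number of fluorescent GFP-positive objects, 20-120 um in size, counted by laser-scanning cytometer. Mouse LDR line with an epigenetically silenced CMV-GFP locus; compound incubation 30 h, 37 C.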
IMPase Li cell = membrane-permeable IMPase blocker, potentiated with lithium; CHO-M1 cells, IP1 TR-FRET (IP-One), carbachol + lithium; 210,000 compounds, 0.35% hits; AID 1457; Potency, µM (series often up to 59.4 µM), for the others: top-dose activity, negative = IMPase inhibition, actives largely listed as inhibitors;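 also: IP1 builds up when IMPase is blocked and the TR-FRET signal falls; potency is read from the fitted curve at half-maximal effect; plate controls were basal vehicle for no effect and high inhibitor control for full effect; nearly all actives have a fitted effect of over 50% in size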
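CHO cells stably expressing M1 receptor (2000/well, cultured 16–30 h) treated 30 min at 37C with compound plus low lithium. Cytosolic IP1 by TR-FRET (665/620 ratio and 620 channel) after 10 min lysis; AC50 by Hill fit.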
Luc counter = Kinase-Glo luciferase inhibition (counter-screen). Kinase-Glo luciferase, ATP luminescence, 8 min. Potency, µM (highest dose often 38.3 µM), for the others: at the highest dose activity change, negative = inhibition, hits mostly inhibitors. 200,000 compounds, 0.28% hits. AID 1379; also: potency is read from the fitted curve at half-maximal effect; % is scaled to controls: 0 for no effect and ±100 for the full control effect; nearly all actives have a fitted effect of over 60% in size
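Recombinant Kinase-Glo luciferase, 10 uM ATP (linear range), luciferin; imidazole pH 7.2 / KCl / MgCl2 / Tween / BSA buffer; 8 min RT; luminescence.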
NPSR antagonist = neuropeptide S receptor (human) antagonism, cAMP. Q6W5P4. CHO-NPSR cells, cAMP TR-FRET, antagonist mode. Potency, µM (top dose mostly 38.3 µM), inactives show top-dose activity change, negative = inhibition, actives largely listed as inhibitors. 220,000 compounds, 1% hits. AID 1461; also: potency is read from the fitted curve at half-maximal effect; % is scaled to controls: 0 for no effect and ±100 for the full control effect; nearly all actives have a fitted effect of over 50% in size; many of its hits are not listed in these tables
HTT aggregate = mutant huntingtin aggregation inhibition | PC12 HttQ103-GFP aggregates, Acumen cytometry, 40 h | Potency, µM (doses to about 46.1 µM), without a hit: top-dose activity change, negative = inhibition, usual class: inhibitors | 220,000 compounds, 1.1% hits | AID 1688; also: potency is read from the fitted curve at half-maximal effect; % is scaled to controls: 0 for no effect and ±100 for the full control effect; nearly all actives have a fitted effect of over 60% in size
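Read-out: GFP aggregate count by laser scanning cytometer (488 nm excitation, 500-530 nm emission, 1–25 µm objects >6 SD above background). Cells: PC12, inducible HTTex1-Q103-GFP, 100 nM tebufenozide; compounds titrated.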
L3MBTL1 inh = blocks human L3MBTL1; Potency, µM (highest dose often 57.1 µM), without a hit: top-dose activity, negative = inhibition, usual class: inhibitors; AlphaScreen L3MBTL1–H3K9me1 peptide binding; 230,000 compounds, 0.66% hits; also: potency is read from the fitted curve at half-maximal effect; % is scaled to controls: 0 for no effect and ±100 for the full control effect; nearly all actives have a fitted effect of over 60% in size
Target sequence (Q9Y468 whole entry, looked up): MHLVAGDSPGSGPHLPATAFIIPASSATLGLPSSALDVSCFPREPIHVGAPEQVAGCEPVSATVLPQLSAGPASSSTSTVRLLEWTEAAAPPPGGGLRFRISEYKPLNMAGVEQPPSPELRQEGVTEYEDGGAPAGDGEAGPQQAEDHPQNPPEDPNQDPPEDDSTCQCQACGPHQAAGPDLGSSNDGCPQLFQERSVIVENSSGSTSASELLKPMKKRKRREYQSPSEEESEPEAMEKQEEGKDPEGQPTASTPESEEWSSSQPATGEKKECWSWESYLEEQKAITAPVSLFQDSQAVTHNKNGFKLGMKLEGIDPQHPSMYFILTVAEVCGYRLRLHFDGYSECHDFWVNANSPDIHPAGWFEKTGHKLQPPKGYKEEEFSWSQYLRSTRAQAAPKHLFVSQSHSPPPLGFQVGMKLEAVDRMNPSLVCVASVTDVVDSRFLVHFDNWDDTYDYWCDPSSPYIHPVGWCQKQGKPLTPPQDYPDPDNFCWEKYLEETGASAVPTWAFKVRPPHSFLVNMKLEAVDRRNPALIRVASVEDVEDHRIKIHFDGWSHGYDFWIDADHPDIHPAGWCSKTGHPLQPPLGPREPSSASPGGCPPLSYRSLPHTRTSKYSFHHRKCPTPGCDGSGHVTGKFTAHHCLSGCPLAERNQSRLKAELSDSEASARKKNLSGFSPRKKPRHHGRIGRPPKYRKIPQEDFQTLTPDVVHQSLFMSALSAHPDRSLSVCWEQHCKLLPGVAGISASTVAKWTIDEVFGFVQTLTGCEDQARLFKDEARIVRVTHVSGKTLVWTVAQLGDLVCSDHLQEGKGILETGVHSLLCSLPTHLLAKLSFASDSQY
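L3MBTL1 50 nM + b-AHA-H3(1-15)K9me1 75 nM, 30 min RT; compound added, 30 min RT; streptavidin donor/Ni-chelate acceptor beads 10 ug/mL each final, 30 min RT dark; AlphaScreen read.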
Starred values were filed as active, the others as inactive; u = inconclusive; x = no result given; & = joins results of further samples; [ ] = another dose, or the depositor's remark. Calls follow the shape of the dose curve; as a rule, active = well fitted curve in the direction sought with a large enough effect; inconclusive = small, poorly fitted or top-dose-only effect, or another doubt; inactive = no such curve, though single readings can be large; an effect the other way counts as inactive or inconclusive. The list is partial; the hit share may differ from the screen's.

Every second line gives: IMPase Li cell | Epigenetic reg | Luc counter | L3MBTL1 inh | NPSR antagonist | CBFb RUNX1 block | HTT aggregate
C=CCN1C(=O)NC(c2ccc(OC)cc2)(C(F)(F)F)S/C1=C(\C#N)c1nnc(N2CCOCC2)n1-c1ccccc1 (stereo unspecified)
  23% | -1.8% | 4% | -14% | -39% | -18% | u
CCOC(=O)c1cnc2c(cnn2C)c1Oc1ccc(OC)cc1
  7% | -7.0% | 0% | x | -16% | 11% | 9%
O=C1Nc2ccc(S(=O)(=O)N3CCOCC3)c3cccc1c23
  u | -2.2% | 2% | x | 9%[46.1 µM] | -5% | 22%
C=CCSc1nc(-c2ccccc2)c(C#N)c(=O)[nH]1
  u | -1.0% | -3% | x | -12%[46.1 µM] | 4% | 1%
CC1(C)CC(=O)C2=C(C1)N(Cc1cccnc1)C(=O)C2(NC(=O)C1CC1)C(F)(F)F (stereo unspecified)
  14%[38.3 µM] | 1.1% | 0% | -1% | -1%[46.1 µM] | 4% | 24%
COc1ccc(CNC(=O)Nc2ccc(OC)cc2)cc1
  22%[38.3 µM] | -1.0% | 3% | 12%[11.4 µM] | -2%[46.1 µM] | 3% | -1%
Nc1ccccc1-c1nnn(CC(=O)N2CCCc3ccccc32)n1
  5% | 2.4% | -2% | 3% | -3%[46.1 µM] | 6% | 7%
C/C=C(\C)C(=O)OC1C(OC(=O)C2(C)OC2C)c2cc3ccc(=O)oc3cc2OC1(C)C (stereo unspecified)
  5% | -1.1% | 1% | x | x | -1% | x
Cc1cnc(C(=O)NCc2ccc(Cl)cc2Cl)cn1
  -7% | 10% | -2% | 0% | -2% | -9% | 2%
CCCC(C)C(=O)NCc1ccncc1 (stereo unspecified)
  20% | 0.0% | -4% | 4% | 20% | 5% | -1%[9.22 µM]
COC(=O)C1=C(C)N(Cc2ccco2)C(=O)N[C@@H]1c1ccccc1
  7% | -3.4% | 0% | -1% | 8% | -6%[2.36 µM] | -6%
CCC(=O)N1CCc2cc(S(=O)(=O)CCC(=O)Nc3ccc(C)cn3)ccc21
  4% | -4.3% | 4% | 5% | -1% | 3% | 7%
CC(C)Cc1nc(Cl)c(C#N)c2c1CCCC2
  8% | 0.0% | 4% | 29% | 3%[46.1 µM] | 2% | u
COc1cccc(-c2nc(CS(=O)(=O)CC(=O)NCCCN3CCc4ccccc4C3)c(C)o2)c1
  20%[38.3 µM] | -1.1% | 0% | -2% | -13%[46.1 µM] | -7% | -6%
COc1ccc(NC(=O)c2ccc(Cl)c(S(=O)(=O)N3CCc4ccccc4C3)c2)cn1
  23%[38.3 µM] | -1.9% | -2% | -8% | -29%[46.1 µM] | -1% | -16%
Cc1cccc(NC(=S)N2CCCN(c3ncccc3[N+](=O)[O-])CC2)c1
  x | 1.1% | x | -5% | 9% | -7% | 3%[9.22 µM]
NS(=O)(=O)c1ccc(NC2=CC(c3ccc([N+](=O)[O-])cc3)N(c3ccc(S(N)(=O)=O)cc3)C2=O)cc1 (stereo unspecified)
  x | -0.3% | x | -23% | -4% | -25% | -25%[9.22 µM]
CCOC(=O)CC(/C(C)=N\O)c1ccccc1 (stereo unspecified)
  x | -3.8% | x | -3% | -10%[46.1 µM] | -1% | -2%
CCOc1cc(CNc2ccccc2)cc(Br)c1OCc1ccc(F)cc1
  33%[activator][38.3 µM] | -1.2% | -3% | x | u | 23% | -23%
O=C(Cn1c(=O)n(-c2cccc(Cl)c2)c(=O)n1CC(=O)N1CCCCC1)N1CCCCC1
  26%[38.3 µM] | 0.9% | 2% | -6%[11.4 µM] | 0%[46.1 µM] | 13% | -24%
O=C(OCC(=O)N1CCCCC1)c1cc2ccccc2cc1O
  -7%[38.3 µM] | 1.7% | -5% | 12% | -2%[46.1 µM] | 5% | 1%
CCN(CC)C(=O)CP(=O)(c1ccccc1)c1ccccc1
  5%[38.3 µM] | -1.8% | -5% | -4% | -9%[46.1 µM] | 5% | 11%
CSc1n[nH]c(=S)n1N
  x | 0.0% | x | x | 14% | 23% | 16%[9.22 µM]
O=C(Cn1cnc2c(cnn2-c2ccccc2)c1=O)OCc1ccccc1
  -13%[38.3 µM] | 0.7% | -1% | -2% | -6%[46.1 µM] | 5% | -15%
COc1ccc(NC(=O)CSc2ncn(-c3ccccc3)n2)cc1Cl
  3%[38.3 µM] | -9.5% | -1% | 7% | -13%[46.1 µM] | 10% | 2%
CCC(C)N1CC(O)=C(c2nc3ccccc3[nH]2)C1=N (stereo unspecified)
  -3%[38.3 µM] | -0.8% | 2% | -1% | -20%[46.1 µM] | 5% | -2%
COc1ccc(CCCc2nc3ccccc3[nH]2)cc1
  x | -1.0% | x | x | -27% | 13% | 29%[9.22 µM]
COc1ccc(CN2CCNC(=O)C2CC(=O)NCCSc2nccn2C)c(OC)c1 (stereo unspecified)
  1% | 0.0% | -1% | 2% | 1% | 6% | 32%[9.22 µM]
Cc1nc2ccc(NC(=O)c3ccc4ccccc4n3)cc2s1
  -12% | 0.0% | -15% | x | 10% | -7% | 10%
Cc1nn(C(=O)/C(C#N)=C/N(C)C)c(C)c1C
  -10% | 0.0% | 1% | 3% | 3% | 7% | -10%

New compounds follow:
Every second line gives: IMPase Li cell | Epigenetic reg | Luc counter | L3MBTL1 inh | NPSR antagonist | CBFb RUNX1 block | HTT aggregate
CCOc1cc(CNCCO)cc(Br)c1OCc1ccc(Cl)cc1
  5%[38.3 µM] | 0.0% | -2% | 4% | u | -2% | -11%
CCN(CC)C(=O)CSc1nc2cc3c(cc2c(=O)n1CCCC(=O)NCc1ccc(OC)cc1)OCO3
  4% | 0.3%&0.0% | 0% | x | -18% | 10% | -15%
CCOC1=C/C(=C/c2c(N)n3nc(S(=O)(=O)CC)sc3nc2=O)C=CC1=O
  6% | 6.1% | 6% | -15% | 0% | 8% | -4%
CCN(CC)C(=O)Cn1cnc2sc(C(=O)N3CCN(c4ccc(OC)cc4)CC3)c(C)c2c1=O
  23%[38.3 µM] | 0.1% | 0% | x | -6%[46.1 µM] | 2% | 5%
CC(=O)N1N=C(c2cccs2)CC1c1cccc([N+](=O)[O-])c1 (stereo unspecified)
  3% | 2.5% | 3% | -6%[11.4 µM] | -10% | 3% | 10%
COCCN(CCOC)c1nc(C)nc2c1nc(-c1ccccc1)n2CCN(C)C
  -3% | -2.7% | -4% | x | x | 0% | x
O=C(O)Cn1c(-c2ccccc2)nc2ccccc21
  u | 0.0% | 0% | 5% | -5%[46.1 µM] | 0% | 9%
O=[N+]([O-])c1cccc(-n2cccc2/C=N/Nc2nc(N3CCCCC3)nc(N3CCCCC3)n2)c1
  -4% | -6.2% | -9% | x | -20% | u | -12%
CCOP(=O)(c1ccccc1)c1nc(-c2ccccc2C)oc1N1CCCCC1 (stereo unspecified)
  15%[38.3 µM] | -2.0% | -1% | x | 10µM* | -7% | u
Cc1cc(NC(=O)/C(C#N)=C/c2ccc(-c3ccc(SC(F)F)cc3)o2)n(-c2ccccc2)n1
  0% | u | -3% | -2% | -22% | -6% | u
Cc1cccc(C(=O)NCCCN2CCCC2=O)c1
  -17%[38.3 µM] | -4.5% | 0% | x | -5%[46.1 µM] | -1% | 8%[9.22 µM]
CS(=O)(=O)NNC(=O)c1csc(Cc2c(Cl)sc3ccc(Cl)cc23)n1
  x | 1.1% | x | x | -12% | 5% | 19%[9.22 µM]
Cc1ccc(-c2cc(-c3ccccc3[N+](=O)[O-])[nH]n2)c(O)c1
  -6%[38.3 µM] | -0.9% | 4% | -9% | -8%[46.1 µM] | -11% | 17%
COc1ccc(CC(=O)NCc2ccc3c(c2)OCO3)cc1
  -5%[38.3 µM] | -4.3% | -5% | x | -6%[46.1 µM] | 1% | -14%
CCOC(=O)c1c(C)oc2ccc(OCC(N)=O)cc12
  -3% | 0.9% | -6% | -4% | -6%[46.1 µM] | 4% | -13%
CCOC(=O)C1=C(C)Nc2nnnn2C1c1cccc(OC)c1OC (stereo unspecified)
  x | -1.0% | x | 0% | -12%[46.1 µM] | 6% | -4%
O=C(c1nc2ccccn2c1CNCCOc1cccnc1)N1CCOCC1
  -2% | -0.2% | x | 15% | -11% | 10% | 15%[9.22 µM]
N#Cc1nc(COc2ccccc2)oc1N1CCCCCC1
  13%[38.3 µM] | -1.0% | 15% | x | -12%[46.1 µM] | u | -6%
CCOc1ccc(-n2c(SCC(=O)Nc3ccc4c(c3)OCO4)nc3ccccc3c2=O)cc1
  -7%[38.3 µM] | -0.9% | 0% | -8% | -11%[46.1 µM] | -7% | 15%
CCOC(=O)CSc1nc2cccnc2n1C
  3% | -1.0% | 3% | 0% | 9% | 2% | -5%[9.22 µM]

9 of these compounds in another layout:
SMILES | IMPase Li cell | Epigenetic reg | Luc counter | L3MBTL1 inh | NPSR antagonist | CBFb RUNX1 block | HTT aggregate
CS(=O)(=O)NNC(=O)c1csc(Cc2c(Cl)sc3ccc(Cl)cc23)n1 | x | 1.1% | x | x | -12% | 5% | 19%[9.22 µM]
Cc1ccc(-c2cc(-c3ccccc3[N+](=O)[O-])[nH]n2)c(O)c1 | -6%[38.3 µM] | -0.9% | 4% | -9% | -8%[46.1 µM] | -11% | 17%
COc1ccc(CC(=O)NCc2ccc3c(c2)OCO3)cc1 | -5%[38.3 µM] | -4.3% | -5% | x | -6%[46.1 µM] | 1% | -14%
CCOC(=O)c1c(C)oc2ccc(OCC(N)=O)cc12 | -3% | 0.9% | -6% | -4% | -6%[46.1 µM] | 4% | -13%
CCOC(=O)C1=C(C)Nc2nnnn2C1c1cccc(OC)c1OC (stereo unspecified) | x | -1.0% | x | 0% | -12%[46.1 µM] | 6% | -4%
O=C(c1nc2ccccn2c1CNCCOc1cccnc1)N1CCOCC1 | -2% | -0.2% | x | 15% | -11% | 10% | 15%[9.22 µM]
N#Cc1nc(COc2ccccc2)oc1N1CCCCCC1 | 13%[38.3 µM] | -1.0% | 15% | x | -12%[46.1 µM] | u | -6%
CCOc1ccc(-n2c(SCC(=O)Nc3ccc4c(c3)OCO4)nc3ccccc3c2=O)cc1 | -7%[38.3 µM] | -0.9% | 0% | -8% | -11%[46.1 µM] | -7% | 15%
CCOC(=O)CSc1nc2cccnc2n1C | 3% | -1.0% | 3% | 0% | 9% | 2% | -5%[9.22 µM]
